# Screening results deposited in PubChem by several laboratories.
# GSK3beta inhib – human GSK3beta kinase inhibition; 300,000 tested, 0.038% active; P49841; GST-GSK3beta kinase, ADP-Glo luminescence, 60 min; hits give low values; activity score (negative = inhibition), % at 10 µM;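 active = more than half of replicate wells score below -50%, meaning over 50% inhibition versus plate controls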;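 also: 0% = median DMSO wells and -100% = median GW8510 positive control wells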
# Target sequence (P49841 whole entry, looked up): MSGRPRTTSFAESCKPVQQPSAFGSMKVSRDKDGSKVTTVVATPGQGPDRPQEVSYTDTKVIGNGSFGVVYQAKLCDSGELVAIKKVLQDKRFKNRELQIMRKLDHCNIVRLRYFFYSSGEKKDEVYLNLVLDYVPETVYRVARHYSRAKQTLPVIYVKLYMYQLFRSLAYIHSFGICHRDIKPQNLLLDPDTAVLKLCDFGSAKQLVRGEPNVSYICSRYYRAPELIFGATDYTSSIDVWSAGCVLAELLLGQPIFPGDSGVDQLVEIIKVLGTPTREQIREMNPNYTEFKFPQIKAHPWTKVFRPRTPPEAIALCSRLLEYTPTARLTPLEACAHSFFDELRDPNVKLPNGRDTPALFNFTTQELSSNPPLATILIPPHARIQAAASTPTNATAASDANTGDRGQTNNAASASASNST
#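 Assay system: GST-fused GSK3beta enzyme, cell-free / Medium: Tris pH 7.5 buffer with MgCl2, DTT, BSA, heparin / Also added: peptide substrate plus 25 µM ATP (final) / Compound: 10 µM single point / Timing: kinase reaction with compound 60 min at room temperature / Detection: ADP-Glo luminescence / Benchmarks: DMSO neutral wells and GW8510 at 20 µM as positive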
# KCNQ1 block – human KCNQ1 channel inhibition. P51787. CHO-K1 KCNQ1, FluxOR thallium flux fluorescence; hits give high values. B-score at 10 µM. 310,000 tested, 1.3% active;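 active = compounds whose thallium flux B-score, printed positive for inhibition, exceeds three library SD while starting fluorescence stays within three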;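 also: channel opened by potassium depolarization with thallium stimulus after 20 min compound exposure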
# GSK3A inh – blocks human GSK-3 alpha kinase | P49840 | ADP-Glo luminescence, 60 min | inhibition, % at 10 µM | 320,000 tested, 0.1% active;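 in the data active = inhibition above about 50%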;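 also: GST-tagged GSK-3 alpha with peptide substrate and 25 µM ATP; 0% = DMSO neutral wells and 100% = GW8510 positive control wells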
# Target sequence (P49840 whole entry, looked up): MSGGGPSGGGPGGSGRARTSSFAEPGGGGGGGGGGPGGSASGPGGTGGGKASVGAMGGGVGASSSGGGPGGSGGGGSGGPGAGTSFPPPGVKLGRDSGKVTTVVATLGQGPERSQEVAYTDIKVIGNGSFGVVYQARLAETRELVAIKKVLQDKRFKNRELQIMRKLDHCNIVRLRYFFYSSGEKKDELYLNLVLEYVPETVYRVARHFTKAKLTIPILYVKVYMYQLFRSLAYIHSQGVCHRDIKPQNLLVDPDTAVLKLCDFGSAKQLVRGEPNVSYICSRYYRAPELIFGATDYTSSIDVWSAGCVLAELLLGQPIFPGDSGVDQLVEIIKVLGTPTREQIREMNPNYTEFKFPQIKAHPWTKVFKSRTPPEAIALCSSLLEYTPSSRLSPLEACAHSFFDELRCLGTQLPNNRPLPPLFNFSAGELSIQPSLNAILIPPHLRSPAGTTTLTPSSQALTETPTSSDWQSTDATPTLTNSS
# hERG rescue – hERG (human) protection from proarrhythmic block | AID 1511 | CHO-hERG, FluxOR thallium flux, dofetilide IC70 present | Q12809 | 310,000 tested, 0.51% active | activation (rescue from dofetilide block), less the hit threshold, % at 10 µM;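 active = activation above the mean of controls blocked by dofetilide plus 5 SD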;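 also: thallium influx through hERG after potassium depolarization seen as dye fluorescence rise; in these data hits start at about 4.7%; inactives centre near -7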
# KCNK3 inh – human KCNK3 channel inhibition, primary screen; B-score at 10 µM; CHO-KCNK3 thallium flux, FluxOR fluorescence; hits give low values; 340,000 tested, 0.84% active; O14649;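 active = B-score under library mean minus 4 SD, starting fluorescence ratio at most library mean plus 5 SD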;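 also: more negative B-score means stronger inhibition of thallium flux through KCNK3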
# Dyrk1A ADPGlo – blocks rat Dyrk1A kinase activity; Q63470; ADP-Glo luminescence, NFATc1 peptide; inhibition, % at 12.5 µM; 310,000 tested, 0.43% active; AID 504441; in the data active = inhibition above about 50%;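 also: plate controls were vehicle with enzyme for no effect and no enzyme for full effect; many of its hits are not listed in these tables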
# RGS4 block – human RGS4 inhibition; P49798; HEK293 M3R/RGS4 inducible, Fluo-4 calcium flux; hits give high values; triggered by carbachol at its EC20; B-score at 10 µM; 310,000 tested, 0.45% active;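 active = B-score, a plate-corrected calcium signal, over three deviations above library mean, with baseline fluorescence within five deviations of library mean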;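 also: RGS4 expression induced by doxycycline in cells with stable M3 receptor; B-score is computed from the integrated fluorescence ratio over baseline after carbachol; higher B-score means a larger calcium signal and so more RGS4 inhibition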
# Target sequence (P49798 whole entry, looked up): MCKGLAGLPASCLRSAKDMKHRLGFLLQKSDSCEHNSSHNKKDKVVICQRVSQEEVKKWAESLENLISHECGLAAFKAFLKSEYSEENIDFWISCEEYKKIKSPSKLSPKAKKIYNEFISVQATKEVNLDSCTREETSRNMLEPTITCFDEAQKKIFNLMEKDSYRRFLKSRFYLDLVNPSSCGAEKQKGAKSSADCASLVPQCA
# KCNK9 inh – inhibitors of human KCNK9 two-pore domain potassium channel; AID 488922; HEK293 KCNK9, FluxOR thallium flux fluorescence; hits give low values; 310,000 tested, 1.2% active; B-score at 10 µM; Q9NPC2;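 active = ratio B-score over 3 SD below the library mean, with starting fluorescence within 5 SD of its mean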;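 also: negative B-score means less thallium flux so channel inhibition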
# KCNQ1 act – human KCNQ1 channel potentiation or activation. 310,000 tested, 0.35% active. CHO-K1 KCNQ1, thallium flux FluxOR fluorescence; hits give high values. B-score at 10 µM. P51787;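 active = fluorescence ratio B-score, a plate-corrected score, at least three library SD, with initial intensity B-score within 5 SD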
#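 Test system: CHO-K1 cells stably expressing KCNQ1 / Medium: assay buffer / Also added: depolarizing K+/Tl+ stimulus, K2SO4 and Tl2SO4 each 12.5 mM in 5x stock / Incubation: 90 min dye loading and 20 min compound exposure, both at room temperature / Signal: thallium influx via FluxOR fluorescence, kinetic imaging / Evaluation: B score of baseline-normalized fluorescence ratio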
# RGS4 act – potentiators or activators of RGS4. AID 463111. HEK293 M3R/inducible RGS4, carbachol calcium flux Fluo4; hits give low values. 310,000 tested, 0.92% active. B-score at 10 µM;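 active = B-score of the integrated calcium signal more than 4 SD below the library mean, with starting fluorescence not abnormally high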;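 also: negative B-score means reduced calcium response which marks RGS4 activation or potentiation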
#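 System: HEK293 FlpIn-TREx cells, stable M3R, doxycycline-inducible RGS4. Timing: overnight RGS4 induction, 30 min dye load 37 °C, 20 min compound RT. Also added: carbachol, ECmax concentration. Measured by: Fluo4 fluorescence kinetic imaging of calcium. Evaluation: integrated calcium ratio converted to B score.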
# PolyA inh – yeast polyadenylation inhibition; S. cerevisiae SKY197-pL101 polyadenylation reporter, beta-gal luminescence; efflux-impaired pdr1/pdr3 knockout yeast; score 100 = 6 SD above DMSO; calls only at 12 µM; 300,000 tested, 0.02% active; AID 1875;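 active = lowest replicate activity score at least 50, where 100 means six control SD above control mean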;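 also: yeast exposed to compound for 9 h at 30 °C; higher score means more reporter readthrough which indicates perturbed polyadenylation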
# * = called active by the depositor; i = inactive; x = no result given. The list is partial (hit frequency here may not be typical).
SMILES,GSK3beta inhib,KCNQ1 block,GSK3A inh,hERG rescue,KCNK3 inh,Dyrk1A ADPGlo,RGS4 block,KCNK9 inh,KCNQ1 act,RGS4 act,PolyA inh
O=C(/C=C\c1cccs1)N1CCN(Cc2ccc3c(c2)OCO3)CC1,1,i,-1,-5,i,16,i,i,i,i,i
COc1ccccc1NC(=O)CSc1nnc(-c2ccncc2)n1CC1CCCO1 (stereo not drawn),1,i,-3,-13,i,-4,i,i,i,i,i
CCCCc1cc(=O)oc2cc(C)cc(OCC(=O)N3CCC(C(N)=O)CC3)c12,1,i,1,-13,i,-2,i,i,i,i,i
COC(=O)CC1COc2ccccc2N1S(=O)(=O)c1ccc(Br)cc1 (stereo not drawn),2,i,2,-6,i,6,i,i,i,i,i
COc1ccccc1CNC(=O)C(=O)NCC1OCCN1S(=O)(=O)c1ccc(Br)cc1 (stereo not drawn),1,i,4,-11,i,0,i,i,i,i,i
Cc1ccc(NC(=O)CCn2c(=O)oc3ccccc32)c(C)c1,-4,i,0,-15,i,5,i,i,i,i,i
COc1cc(Br)cc(/C=N/N(CCO)C2=NS(=O)(=O)c3ccccc32)c1OC,-5,i,3,-9,i,10,i,i,i,i,i
COc1ccccc1-c1nnc(SCC(=O)Nc2ccc(S(N)(=O)=O)cc2)n1N,3,i,-2,-11,i,-5,i,i,i,i,i
O=C(CSc1c[nH]c2ccccc12)NC1CCCC1,-3,i,1,-8,i,1,i,i,i,i,i
CCc1nc(Nc2ccccc2)c2nnn(Cc3ccccc3)c2n1,-4,i,-6,-7,i,-2,i,i,i,i,i
CC(C)c1ccc(/C=C(\NC(=O)c2ccccc2)C(=O)NCCCn2ccnc2)cc1,1,i,-2,-13,i,2,i,i,i,i,i
O=C(Nc1cccnc1)c1ccc(S(=O)(=O)N2CCCCCC2)cc1,2,i,-2,-13,i,-7,i,i,i,i,i
O=C(Cc1ccc([N+](=O)[O-])cc1)N1N=C(C2CC2)CC1(O)C(F)(F)F (stereo not drawn),2,i,0,-19,i,-4,i,i,i,i,i
Clc1ccc(-c2ncc3ccccn23)cc1,-1,i,3,-7,i,1,i,i,i,i,i
Cc1ccc(C(=O)NC2CCN(C(=O)NC3CCCCC3)CC2)cc1,3,i,x,-15,i,-1,i,i,i,i,i
Oc1ccc(/C=N/NC(=S)NC2CC3CCC2C3)cc1 (stereo not drawn),1,i,-1,-4,i,x,i,i,i,i,i
Cc1ccc(C(=O)Nc2ccc(N3CCCC3)cc2)c(C)c1,0,i,2,-4,i,0,i,i,i,i,i
O=C(COC(=O)Cc1ccccc1[N+](=O)[O-])Nc1nnc(-c2ccccc2)o1,-5,i,-3,-12,i,8,i,i,i,i,i
O=C(Nc1ccc(F)cc1)C(c1ccccc1)N1CCN(C(=O)c2ccco2)CC1 (stereo not drawn),1,i,2,-14,i,3,i,i,i,i,i
O=C(Nc1nnc(C2=COCCO2)o1)c1ccc(S(=O)(=O)N2CCOCC2)cc1,4,i,x,-10,i,6,i,i,i,i,i
COc1ccc(CNC(=O)CNS(=O)(=O)c2cccs2)cc1,4,i,-3,-6,i,-1,i,i,i,i,i
NS(=O)(=O)c1cccc(NC(=O)COc2ccc([N+](=O)[O-])cc2)c1,4,i,-1,-10,i,-4,i,i,i,i,i
CCOc1ccc(S(=O)(=O)c2c(C(=O)c3ccccc3)cnc3cc4c(cc23)OCCO4)cc1,-1,i,-2,-5,i,0,i,i,i,i,i
CCOC(=O)c1cn2nc(Oc3ccc(NC(C)=O)cc3)ccc2n1,2,i,2,-3,i,x,i,i,i,i,i
Cc1cc(-c2c(C)[nH]n(-c3ccc(Cl)cc3)c2=O)n(-c2ccc(Cl)cc2)n1,0,i,-3,-11,i,3,i,i,i,i,i

# (more compounds)
SMILES,GSK3beta inhib,KCNQ1 block,GSK3A inh,hERG rescue,KCNK3 inh,Dyrk1A ADPGlo,RGS4 block,KCNK9 inh,KCNQ1 act,RGS4 act,PolyA inh
Oc1ccc(N2CCN(Cc3nc4ccccc4[nH]3)CC2)cc1,x,i,0,-9,i,-1,i,i,i,i,i
O=S(=O)(CCc1nnc(-c2ccc(Br)cc2)o1)c1ccc(Cl)cc1,2,i,-2,-4,i,1,i,i,i,i,i
Clc1ccccc1Cc1noc(CN2CCN(Cc3ccccn3)CC2)n1,-1,i,-1,-4,i,-6,i,i,i,i,i
COCCCNc1nnc(Cc2ccccc2)c2ccccc12,2,i,-1,-8,i,-2,i,i,i,i,i
N#Cc1c(N)nc(N2CCCC2)c(C#N)c1-c1ccc(Cl)cc1,2,i,-3,-11,i,-3,i,i,i,i,i
CCCCn1nc(C(=O)N2CCc3ccccc32)c2ccccc2c1=O,4,i,-2,-9,i,8,i,i,i,i,i
Cc1ccc(NC(=O)COC(=O)/C=C/c2cccc(Cl)c2)cc1S(=O)(=O)N1CCOCC1,-1,i,2,-8,i,-1,i,i,i,i,i
CCN(CC)S(=O)(=O)c1ccc2c(c1)N(CC(=O)NCCN1CCOCC1)C(=O)CO2,-1,i,x,-8,i,-6,i,i,i,i,i
COC(=O)c1c(NC(=O)c2ccccc2)sc(Cc2ccccc2)c1C,0,i,-2,-15,i,3,i,i,i,i,i
O=C(N/N=C/c1cccc(OCc2ccccc2)c1)c1cccs1,1,i,0,-11,i,-3,i,i,i,i,i
CCOC(=O)Cc1csc(SCC(=O)NC2CCCCC2)n1,1,i,-4,-5,i,2,i,i,i,i,i
CC1(C)Cc2nc3sc4c(SCC(=O)O)ncnc4c3cc2CO1,-23,i,76*,-5,i,93*,i,i,i,i,i
O=C(Nc1ccc2c(c1)OCCO2)c1cc(F)c(F)cc1Cl,1,i,-1,-1,i,-6,i,i,i,i,i
COc1ccc(N(CC(=O)Nc2ccc(C)c(C)c2)C2=NC3CS(=O)(=O)CC3S2)cc1 (stereo not drawn),-3,i,-2,-4,i,0,i,i,i,i,i
Cc1c(C(=O)NNC(=O)Nc2ccc([N+](=O)[O-])cc2)oc2ccccc12,2,i,-2,-12,i,-5,i,i,i,i,i
COc1ccc(C(=O)NC(=S)Nc2ccc(Cl)c(C(=O)O)c2)cc1,0,i,1,-12,i,1,i,i,i,i,i
COc1ccc(C(=O)N2CCN(c3ccccn3)CC2)cc1[N+](=O)[O-],2,i,0,-14,i,-4,i,i,i,i,i
CCOc1cc2[nH]c(=O)n(Cc3ccc(C(=O)NCCCN4CCCC4=O)cc3)c(=O)c2cc1OCC,1,i,1,-9,i,x,i,i,i,i,i
CCOc1ccccc1C(=O)NCc1ccco1,1,i,3,-4,i,16,i,i,i,i,i
N#C/C(=C\c1ccccn1)c1ccccn1,3,i,-3,2,i,4,i,i,i,i,i
O=C(Nc1cc([N+](=O)[O-])ccc1O)c1cccc(NC(=O)c2ccco2)c1,-5,i,-2,-8,i,x,i,i,i,i,i
N#Cc1c2ncn(CC(=O)c3ccc(Br)cc3)c(=O)c2c2n1CCC2,1,i,-1,-10,i,4,i,i,i,i,i
CC(=O)C1C(c2ccc(O)cc2)NC(=O)NC1(O)C(F)(F)F (stereo not drawn),1,i,-3,-11,i,-1,i,i,i,i,i
CC(=O)c1cccc(NC(=O)Cn2cnc(S(=O)(=O)N3CCOCC3)c2)c1,0,i,-3,-5,i,6,i,i,i,i,i
COc1ccccc1N1CCN(C(=O)COc2ccc(S(=O)(=O)NC(C)(C)C)cc2)CC1,1,i,-2,-3,x,x,i,i,i,i,i

# Profiles, looked up by structure.
# Record of COCCCNc1nnc(Cc2ccccc2)c2ccccc12 : GSK3beta inhib = 2; KCNQ1 block = i; GSK3A inh = -1; hERG rescue = -8; KCNK3 inh = i; Dyrk1A ADPGlo = -2; RGS4 block = i; KCNK9 inh = i; KCNQ1 act = i; RGS4 act = i; PolyA inh = i
# Record of N#Cc1c2ncn(CC(=O)c3ccc(Br)cc3)c(=O)c2c2n1CCC2 : GSK3beta inhib = 1; KCNQ1 block = i; GSK3A inh = -1; hERG rescue = -10; KCNK3 inh = i; Dyrk1A ADPGlo = 4; RGS4 block = i; KCNK9 inh = i; KCNQ1 act = i; RGS4 act = i; PolyA inh = i
# Record of CC1(C)Cc2nc3sc4c(SCC(=O)O)ncnc4c3cc2CO1 : GSK3beta inhib = -23; KCNQ1 block = i; GSK3A inh = 76*; hERG rescue = -5; KCNK3 inh = i; Dyrk1A ADPGlo = 93*; RGS4 block = i; KCNK9 inh = i; KCNQ1 act = i; RGS4 act = i; PolyA inh = i

# Further records follow.
SMILES,GSK3beta inhib,KCNQ1 block,GSK3A inh,hERG rescue,KCNK3 inh,Dyrk1A ADPGlo,RGS4 block,KCNK9 inh,KCNQ1 act,RGS4 act,PolyA inh
CCOC(=O)Cc1csc(NC(=O)CCCN2C(=O)c3ccccc3C2=O)n1,7,i,-1,-10,i,6,i,i,i,i,i
CN1CCN(c2ccc(C(=O)NC3CCCCC3)cc2[N+](=O)[O-])CC1,1,i,-1,-5,i,-3,i,i,i,i,i
COc1cc(NC(C)=O)ccc1-c1cc2ccccc2oc1=O,0,i,-2,-13,i,-4,i,i,i,i,i
Cc1ccc(C)c(NC(=O)CSc2nnc(C)c(=O)n2N)c1,1,i,-3,-1,i,0,i,i,i,i,i
Cc1cc(NC(=O)CN(C)S(=O)(=O)c2cccc(Cl)c2)no1,0,i,1,-1,i,1,i,i,i,i,i
CC(C)Cc1c2c([nH]c(=S)c1C#N)CCCC2,-1,i,4,-2,i,1,i,i,i,i,i
CC(NC(=O)c1cc(-c2ccccc2)nc2ccccc12)C1CCCO1 (stereo not drawn),-1,i,-2,-9,x,x,i,i,i,i,i
CC(=O)NC(Cc1ccc(C(C)C)cc1)C(=O)NC1CCN(C(=O)c2cccc(C)c2)CC1 (stereo not drawn),2,i,-1,-2,i,-2,i,i,i,i,i
COc1cc(C(N)=O)ccc1OCc1ccccc1,-2,i,1,-7,i,-5,i,i,i,i,i
Cc1ncc(S(=O)(=O)c2ccccc2)c(-c2ccccc2Cl)n1,-3,i,1,-11,i,-9,i,i,i,i,i
COc1ccc(C(=O)N2CCN(Cc3ccc(OC)c(OC)c3)CC2)cc1,-4,i,3,-9,i,13,i,i,i,i,i
Cc1nc2ccc(NC(=S)NCc3ccccc3)cc2nc1C,-1,i,-1,-10,i,4,i,i,i,i,i
